Screens deposited in PubChem BioAssay by The Scripps Research Institute Molecular Screening Center.
MITF inh = MITF inhibitors, primary screen, biochemical, AlphaScreen, human | Microphthalmia-associated transcription factor (Homo sapiens), O75030 | AlphaScreen MITF homodimerization, bead proximity signal | inhibition, % at 2.6 µM | 650,000 compounds, 0.91% hits; in the data active = inhibition above about 50%;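 also: 0% = vehicle wells with protein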
Target sequence (O75030 whole entry, looked up): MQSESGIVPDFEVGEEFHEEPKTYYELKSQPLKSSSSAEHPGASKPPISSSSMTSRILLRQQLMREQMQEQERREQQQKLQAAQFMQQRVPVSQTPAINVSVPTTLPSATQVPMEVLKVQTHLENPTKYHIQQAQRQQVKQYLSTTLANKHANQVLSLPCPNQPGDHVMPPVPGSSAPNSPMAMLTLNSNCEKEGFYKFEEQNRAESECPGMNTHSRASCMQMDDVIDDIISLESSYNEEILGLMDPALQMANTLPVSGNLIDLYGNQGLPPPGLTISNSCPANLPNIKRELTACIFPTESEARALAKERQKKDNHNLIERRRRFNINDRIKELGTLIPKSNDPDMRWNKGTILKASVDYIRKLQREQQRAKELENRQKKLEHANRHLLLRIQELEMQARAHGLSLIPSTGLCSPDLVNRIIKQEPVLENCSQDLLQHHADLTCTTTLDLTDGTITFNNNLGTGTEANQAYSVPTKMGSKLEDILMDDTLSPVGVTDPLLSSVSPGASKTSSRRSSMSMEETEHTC
TEAD-YAP inh = TEAD-YAP interaction inhibition, primary screen, TEAD-YAP interaction inhibitor project, luminescence, HEK-TIYL cells; TEAD-Gal4/YAP UAS-luciferase luminescence; inhibition, % at 9.12 µM; 640,000 compounds, 1.4% hits; AID 1259422, 2018; in the data active = inhibition above about 32%;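 also: 0% = median of test compound wells and 100% = reference inhibitor wells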
GPR151 activ = activators of human GPR151, primary screen, cell-based, PathHunter beta-arrestin, luminescence; G-protein coupled receptor 151 (Homo sapiens), Q8TDV0; PathHunter beta-arrestin GPR151 cells; activation, % at 11.2 µM; 650,000 compounds, 1% hits; in the data active = activation above about 4.9%;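 also: 0% = median of compound wells and 100% = cells with positive control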
FBW7 act = FBW7 E3 ligase activators, primary screen, biochemical, AlphaScreen, human. F-box/WD repeat-containing protein 7 (Homo sapiens), Q969H0. AlphaScreen FBW7–phospho-cyclin E peptide binding, activator screen. normalized activity (activation), % at 26.1 µM. 650,000 compounds, 0.13% hits; in the data active = normalized activity above about 1.9%;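 also: purified mutant Fbw7 with reduced substrate affinity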
An asterisk follows results filed as active; / = no result given.

Abbreviations: A = MITF inh; B = TEAD-YAP inh; C = GPR151 activ; D = FBW7 act
COC(=O)C1=C(C(=O)OC)[C@@H]2N(Cc3ccccc3)c3ccccc3[C@@]23C[C@@H](C(=O)OC)N(C(=O)NCCBr)C3=N1
  A = 3.4 | B = / | C = -1.0 | D = -0.1
COc1ccc(CN2CCN(c3ccc([N+](=O)[O-])cc3)CC2)cc1C
  A = 23.8 | B = 1.1 | C = 0.0 | D = -0.1
CCOCCOC(=O)C1=C(C)NC2=C(C(=O)CCC2)C1c1ccc(CC)cc1 (stereo unspecified)
  A = -9.5 | B = -3.7 | C = 0.7 | D = 0.1
N#Cc1cccc(NC(=O)CSc2ccccc2)c1
  A = 8.7 | B = -16.0 | C = -1.1 | D = 0.0
S=C(Nc1ccc(Cl)cc1)N(Cc1cccs1)C1CCCCC1
  A = -11.5 | B = -2.7 | C = 1.2 | D = 0.0
CC1=C(C(=O)OCC2CCCCC2)C(c2ccc(F)cc2)NC(=O)N1 (stereo unspecified)
  A = 16.7 | B = 11.2 | C = 0.3 | D = 0.4
Oc1ccc(Br)cc1CNc1cccc(F)c1
  A = 14.7 | B = -8.4 | C = -0.1 | D = 1.0
CCCC(=O)Nc1nnc(SCCN2CCCCC2)s1
  A = -3.0 | B = 1.7 | C = -0.2 | D = 0.0
O=S(=O)(Nc1nc(-c2cccs2)cs1)c1ccc2c(c1)OCCO2
  A = -20.2 | B = -13.4 | C = 3.9 | D = 0.3
CCN(CC)S(=O)(=O)c1ccc(C(=O)N2CCc3cc(OC)c(OC)cc3C2COc2ccc(F)cc2)cc1 (stereo unspecified)
  A = 6.9 | B = 13.6 | C = 1.3 | D = 0.0
O=C(CSc1nnnn1-c1ccccc1)Nc1ncc(Cc2ccccc2Cl)s1
  A = 5.2 | B = 3.4 | C = 0.5 | D = -0.2
CCC(C)(C)C(=O)Nc1nc2c(s1)C(=O)CC(C)(C)C2
  A = -24.2 | B = -44.4 | C = 0.1 | D = -0.1
O=C(Nc1ccc2[nH]ncc2c1)C1CCN(C(=O)[C@@H](O)COc2ccc(Br)cc2)C1 (stereo partly specified)
  A = 5.3 | B = -2.4 | C = 1.2 | D = 0.0
Cc1c(Cl)cccc1NC(=O)CS
  A = -1.5 | B = 5.5 | C = -0.1 | D = -0.1
Cc1ccccc1Nc1cc(N2CCCC2)c2noc3c2c1C(=O)c1ccccc1-3
  A = 28.4 | B = 5.8 | C = -0.2 | D = 0.1

Next part; the last 6 above are carried over.
Abbreviations: A = MITF inh; B = TEAD-YAP inh; C = GPR151 activ; D = FBW7 act
CCN(CC)S(=O)(=O)c1ccc(C(=O)N2CCc3cc(OC)c(OC)cc3C2COc2ccc(F)cc2)cc1 (stereo unspecified)
  A = 6.9 | B = 13.6 | C = 1.3 | D = 0.0
O=C(CSc1nnnn1-c1ccccc1)Nc1ncc(Cc2ccccc2Cl)s1
  A = 5.2 | B = 3.4 | C = 0.5 | D = -0.2
CCC(C)(C)C(=O)Nc1nc2c(s1)C(=O)CC(C)(C)C2
  A = -24.2 | B = -44.4 | C = 0.1 | D = -0.1
O=C(Nc1ccc2[nH]ncc2c1)C1CCN(C(=O)[C@@H](O)COc2ccc(Br)cc2)C1 (stereo partly specified)
  A = 5.3 | B = -2.4 | C = 1.2 | D = 0.0
Cc1c(Cl)cccc1NC(=O)CS
  A = -1.5 | B = 5.5 | C = -0.1 | D = -0.1
Cc1ccccc1Nc1cc(N2CCCC2)c2noc3c2c1C(=O)c1ccccc1-3
  A = 28.4 | B = 5.8 | C = -0.2 | D = 0.1
CC(C)(C)c1ccc(CSc2nc3ccccc3c(=O)n2NC(=O)CCc2c[nH]c3ccccc23)cc1
  A = -11.3 | B = 24.4 | C = 1.4 | D = 0.0
C=C(C)Cn1c(N/N=C/c2ccc(C)cc2)nc2c1c(=O)n(C)c(=O)n2C
  A = 10.9 | B = 2.6 | C = -1.3 | D = 0.1
Cc1cc(C)c(S(=O)(=O)NCCS(=O)(=O)N2CCN(c3ccccc3)CC2)c(C)c1
  A = 20.7 | B = -13.7 | C = 0.8 | D = 0.2
NS(=O)(=O)c1ccc(CNC(=S)NCC2CCCO2)cc1 (stereo unspecified)
  A = 1.5 | B = -1.9 | C = -0.1 | D = -0.3
CC(C)(C)NC(=O)C(c1ccc(F)cc1)N(C(=O)c1csnn1)c1cccc(F)c1 (stereo unspecified)
  A = 21.7 | B = 4.3 | C = -0.5 | D = 0.0
CCN(CC)Cc1cc(CN[C@H]2C[C@H]3C(=O)N[C@H](C)C(=O)N3C2)ccc1OC
  A = 0.7 | B = -1.1 | C = -0.6 | D = 0.0
Cc1cc(C)n2nc(C(=O)OCC(=O)Nc3ccc(Cl)c([N+](=O)[O-])c3)nc2n1
  A = 14.1 | B = -5.3 | C = -1.5 | D = 0.7
CCNC(=O)c1sc(-c2ccccc2)nc1C
  A = 6.0 | B = -15.1 | C = -0.5 | D = 0.4
O=C(CCNS(=O)(=O)c1ccc(Cl)cc1)NCc1ccco1
  A = -3.0 | B = -2.4 | C = 0.5 | D = -0.1
Nc1ccc2nc(Cc3ccc4nc(N)sc4c3)[nH]c2c1
  A = 13.7 | B = -2.1 | C = 0.5 | D = -0.1
O=C1CCCN1CCn1cnc2c(NCc3nc4ccccc4[nH]3)nc(N3CCC(N4CCOCC4)CC3)nc21
  A = 1.7 | B = 1.4 | C = 0.0 | D = -0.1
O=C(N/N=C/c1ccc(S(=O)(=O)c2ccc(Cl)cc2)cc1)c1cscn1
  A = -6.8 | B = -31.0 | C = -0.6 | D = -0.1
Cc1cc2c(=O)n(-c3ccccc3)c(=S)[nH]c2s1
  A = -16.4 | B = 0.3 | C = 1.6 | D = 0.3
CCOC(=O)C1=C(C)N=c2s/c(=C/c3ccc(-c4ccccc4C#N)o3)c(=O)n2C1c1cc(OC)c(OC)cc1Br (stereo unspecified)
  A = -7.2 | B = -4.3 | C = -0.7 | D = 0.1
COC(=O)c1ccc2c(c1)C1c3sc(=O)[nH]c3SC(C(=O)O)C1C(=O)O2 (stereo unspecified)
  A = 5.5 | B = 1.8 | C = -1.1 | D = -0.2
CCOC(=O)N1CCc2c(sc(NC(C)=O)c2C#N)C1
  A = -2.0 | B = 9.0 | C = -1.5 | D = 0.0
Cc1cccc2[nH]c(-c3ccccc3)nc12
  A = 4.1 | B = -34.6 | C = -3.5 | D = 0.0
CCc1cc2cc(OC)ccc2nc1SCC(=O)NNC(=O)c1ccco1
  A = 9.7 | B = -3.7 | C = -0.2 | D = 0.1
Cc1nc(-c2cncc(-c3ccc(Cl)cc3)c2)cc(=O)[nH]1
  A = 8.8 | B = 5.5 | C = 0.7 | D = 0.0
C/C(N)=C(/C#N)C(=O)CSc1nc2ccccc2c(=O)[nH]1
  A = 1.9 | B = -14.3 | C = 2.1 | D = 0.2
O=C(/C=C/NCc1ccccc1)C(F)(F)F
  A = -7.8 | B = -6.3 | C = -0.8 | D = -0.1
CCNC(=S)N1CCN(S(=O)(=O)c2ccccc2C(F)(F)F)CC1
  A = -5.1 | B = 8.0 | C = 1.2 | D = -0.1
CCOC(=O)C1CCCN(Cc2ccc(O)c3ncccc23)C1 (stereo unspecified)
  A = 77.9* | B = 7.7 | C = 1.4 | D = -1.8
Cc1c(C(=O)N/N=C/c2ccc(O)c(Br)c2)sc(N)c1C#N
  A = 4.0 | B = -35.2 | C = -1.6 | D = -0.1
CCCc1[nH]nc2c1C(c1cc(Br)ccc1F)C(C#N)=C(N)O2 (stereo unspecified)
  A = 9.5 | B = 7.2 | C = 0.7 | D = 0.1
O=C(Cn1ncc2c(=O)oc3ccccc3c21)NCCc1ccsc1
  A = -8.2 | B = -6.7 | C = -1.2 | D = 0.0
CNc1nc(N)c(C(=O)c2ccc(C)cc2)s1
  A = -5.0 | B = -30.1 | C = 1.1 | D = -0.1
COc1ccc(Cn2c(C(=O)O)c(CNCc3ccccc3)c3ccccc32)cc1
  A = 8.6 | B = 13.2 | C = 0.3 | D = -0.1
CCN(CC)C(=O)CN(Cc1ccc(Br)cc1)S(=O)(=O)c1ccccc1
  A = 5.3 | B = 1.0 | C = 0.3 | D = -0.1
CC(C)CCn1nnnc1C(c1ccc(Cl)cc1)N1CCC(C(N)=O)CC1 (stereo unspecified)
  A = 2.6 | B = 1.8 | C = 1.2 | D = -0.1

3 consecutive compounds out of the list so far:
Abbreviations: A = MITF inh; B = TEAD-YAP inh; C = GPR151 activ; D = FBW7 act
COC(=O)C1=C(C(=O)OC)[C@@H]2N(Cc3ccccc3)c3ccccc3[C@@]23C[C@@H](C(=O)OC)N(C(=O)NCCBr)C3=N1
  A = 3.4 | B = / | C = -1.0 | D = -0.1
COc1ccc(CN2CCN(c3ccc([N+](=O)[O-])cc3)CC2)cc1C
  A = 23.8 | B = 1.1 | C = 0.0 | D = -0.1
CCOCCOC(=O)C1=C(C)NC2=C(C(=O)CCC2)C1c1ccc(CC)cc1 (stereo unspecified)
  A = -9.5 | B = -3.7 | C = 0.7 | D = 0.1

Entries of single compounds, looked up by structure. Values in the order: MITF inh	TEAD-YAP inh	GPR151 activ	FBW7 act
Profile of COc1ccc(Cn2c(C(=O)O)c(CNCc3ccccc3)c3ccccc32)cc1 = 8.6	13.2	0.3	-0.1
Profile of CCN(CC)C(=O)CN(Cc1ccc(Br)cc1)S(=O)(=O)c1ccccc1 = 5.3	1.0	0.3	-0.1
